ERG-DNA inh = qHTS for Small Molecule Inhibitors of the ERG Ets/DNA interaction. Potency, µM (titrated, usually from 76.9 µM), inactives show at the highest dose FP activity, negative = inhibition, hits mostly inhibitors. actives 0.028% (n = 370,000). fluorescence polarization, His-ERG Ets domain / labelled DNA; active = well fitted inhibition curve with a large enough effect in the polarisation, with a control signal flat; inconclusive = small, poorly fitted or top-dose-only effect, or effect the other way, or a change in a side signal; inactive = no such curve, though single readings can be large or run the other way; the % refers to the polarisation;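 note: polarization taken with two DNA probes labelled with fluorescein and Texas red; % of control where 0% means no effect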
Target sequence (P11308 whole entry, looked up, the tested form may be a part): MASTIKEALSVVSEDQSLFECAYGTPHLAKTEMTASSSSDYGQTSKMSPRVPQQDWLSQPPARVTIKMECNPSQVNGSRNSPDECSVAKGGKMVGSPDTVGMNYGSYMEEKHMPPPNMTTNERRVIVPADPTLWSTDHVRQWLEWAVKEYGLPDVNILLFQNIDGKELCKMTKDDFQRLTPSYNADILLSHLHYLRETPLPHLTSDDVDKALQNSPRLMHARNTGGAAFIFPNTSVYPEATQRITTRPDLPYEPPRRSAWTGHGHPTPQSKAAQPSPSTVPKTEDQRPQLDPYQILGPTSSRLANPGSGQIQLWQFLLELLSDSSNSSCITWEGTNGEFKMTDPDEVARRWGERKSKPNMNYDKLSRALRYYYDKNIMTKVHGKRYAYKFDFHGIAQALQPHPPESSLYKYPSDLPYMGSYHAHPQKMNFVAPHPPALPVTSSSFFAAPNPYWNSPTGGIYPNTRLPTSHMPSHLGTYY
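His-tagged ERG Ets domain (1 uM in the protein solution; 300mM KCl, 50mM Tris-HCl, 1mM EDTA, 1mM DTT, pH 7.5) received compound, then a probe mix of 5 nM fluorescein-DNA and 100nM Texas-615-DNA. Fluorescence polarization was read for both dyes.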
rTrxR1 inhibitor = qHTS Assay for Inhibitors of Mammalian Selenoprotein Thioredoxin Reductase 1 (TrxR1): qHTS; Thioredoxin reductase 1, cytoplasmic (Rattus norvegicus), O89049; recombinant rTrxR1, NADPH fluorescence consumption, selenite substrate; Potency, µM (titrated, usually from 114 µM), without a hit: top-dose activity change, negative = inhibition, hits mostly inhibitors; actives 1% (n = 390,000); note: % is set by controls: 0 for no effect and ±100 for the full control effect; nearly all actives have a fitted effect of over 65% in size
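Rat TrxR1 (90 nM in the dispensed reagent) was pre-reduced with 400 uM NADPH for 5 min at room temperature, then incubated with compound for 15 min. After 400 uM selenite was added, NADPH fluorescence (Ex 340/Em 450 nm) was followed for 8 min.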
RGS4 inh = Inhibitors of Regulator of G Protein Signaling (RGS) 4: qHTS; Transcreener GDP fluorescence polarization, RGS4-accelerated GTP hydrolysis; Potency, µM (top dose mostly 114 µM), without a hit: at the top dose activity change, negative = inhibition, hits mostly inhibitors; actives 0.039% (n = 390,000); AID 504845, 2011; note: % is set by controls: 0 for no effect and ±100 for the full control effect; nearly all actives have a fitted effect of over 75% in size; some results filed as inactive show a strong effect at the top dose
Target sequence (P49798 whole entry, looked up): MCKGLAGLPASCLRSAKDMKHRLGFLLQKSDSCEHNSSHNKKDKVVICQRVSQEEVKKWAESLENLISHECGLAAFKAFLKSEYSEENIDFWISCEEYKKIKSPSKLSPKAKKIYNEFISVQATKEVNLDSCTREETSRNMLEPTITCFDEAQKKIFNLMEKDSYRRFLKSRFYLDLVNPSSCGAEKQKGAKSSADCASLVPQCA
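MLSMR compounds (23 nl, pin-transferred) preincubated 10 min at room temperature with a 500nM (2x) first reagent, then RGS4 at 900nM (2x) plus Transcreener GDP mix added; fluorescence polarization (620/688 nm) read before and after 90 min at 30 °C.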
Pin1 inhibitor = qHTS Assay to Find Inhibitors of Pin1; actives 0.009% (n = 390,000); Peptidyl-prolyl cis-trans isomerase NIMA-interacting 1 (Homo sapiens), Q13526; Potency, µM (top dose mostly 115 µM), inactives show top-dose activity, negative = inhibition, most hits filed as inhibitors; Pin1 FP peptide displacement, HiFluor488, 10 min; active = well fitted inhibition curve with a large enough effect in the polarisation, with a control signal flat, not every such curve was filed as active; inconclusive = small, poorly fitted or top-dose-only effect, or effect the other way, or a change in a side signal; inactive = no such curve, though single readings can be large or run the other way; the % refers to the polarisation; note: % is set by controls: 0 for no effect and ±100 for the full control effect
Target sequence (Q13526 whole entry, looked up): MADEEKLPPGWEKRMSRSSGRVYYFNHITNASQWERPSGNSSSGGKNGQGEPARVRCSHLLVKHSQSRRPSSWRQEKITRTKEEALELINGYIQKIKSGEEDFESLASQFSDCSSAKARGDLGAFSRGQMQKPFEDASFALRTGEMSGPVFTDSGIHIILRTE
12-LOX inh = Primary qHTS assay for inhibitors of human arachidonate 12S-lipoxygenase (ALOX12): Round 2; actives 1.1% (n = 580,000); purified 12hLO, xylenol orange hydroperoxide absorbance; Potency, µM (highest dose often 108 µM), inactives show at the highest dose activity change, negative = inhibition, usual class: inhibitors; note: % is set by controls: 0 for no effect and ±100 for the full control effect
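Purified human 12hLO at 150 nM in 25 mM Hepes, 0.01% Triton X-100, pH 7.0, preincubated 15 min at room temperature with compound. Reaction started with 40 uM arachidonic acid, 30 min at room temperature. Hydroperoxide measured by Fe-xylenol orange, 573/405 nm absorbance ratio.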
JMJD2A Tudor = qHTS Assay for Inhibitors of JMJD2A-Tudor Domain. Potency, µM (doses to about 114 µM), without a hit: at the highest dose activity change, negative = inhibition, usual class: inhibitors. AlphaScreen JMJD2A-Tudor / H3K4me3 peptide binding. AID 504339, 2011. actives 4.4% (n = 390,000). Lysine-specific demethylase 4A (Homo sapiens), O75164; note: % is set by controls: 0 for no effect and ±100 for the full control effect; nearly all actives have a fitted effect of over 50% in size
GLS inhibitor = qHTS for Inhibitors of Glutaminase (GLS); Glutaminase kidney isoform, mitochondrial (Homo sapiens), O94925; GLS enzymatic activity, qHTS titration; Potency, µM (doses to about 45.5 µM), for the others: at the highest dose activity change, negative = inhibition, most hits filed as inhibitors; actives 0.21% (n = 410,000); AID 624170, 2012; note: % is set by controls: 0 for no effect and ±100 for the full control effect
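hKGA in 45 mM KH2PO4 (pH 8.2), 0.02% Tween-20 with compound, then 1mM L-Glutamine (stock as added) plus glutamate oxidase/HRP/Amplex red coupling mix. Fluorescence read initially and after 30 min at RT; signal change reflects glutamate formation.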
PGK inhibitor = qHTS Assay to Find Inhibitors of Phosphoglycerate Kinase | Phosphoglycerate kinase, glycosomal (Trypanosoma brucei brucei), P07378 | PGK/GAPDH coupled, Kinase-Glo luminescence, 60 min | Potency, µM (highest dose often 57.5 µM), for the others: top-dose activity change, negative = inhibition, usual class: inhibitors | actives 0.043% (n = 380,000) | AID 602233, 2012; note: % is set by controls: 0 for no effect and ±100 for the full control effect; nearly all actives have a fitted effect of over 60% in size
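Recombinant glycosomal PGK reaction used 1,3-bisphosphoglycerate generated in-well by GAPDH (100nM final) in 100mM TEA pH 7.6, 5mM MgCl2, 0.01% Tween-20. After 60 minutes at room temperature, ATP was read by Kinase-Glo Plus luminescence end-point.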
HP1b chromo inh = HTS for Inhibitors of HP1-beta Chromodomain Interactions with Methylated Histone Tails; AID 540317, 2011; AlphaScreen HP1-beta / biotin-H3K9me3 peptide binding; Potency, µM (series often up to 114 µM), for the others: at the highest dose activity change, negative = inhibition, actives largely listed as inhibitors; actives 0.56% (n = 390,000); note: nearly all actives have a fitted effect of over 70% in size; inactives centre near 23
Target sequence (P83916 whole entry, looked up): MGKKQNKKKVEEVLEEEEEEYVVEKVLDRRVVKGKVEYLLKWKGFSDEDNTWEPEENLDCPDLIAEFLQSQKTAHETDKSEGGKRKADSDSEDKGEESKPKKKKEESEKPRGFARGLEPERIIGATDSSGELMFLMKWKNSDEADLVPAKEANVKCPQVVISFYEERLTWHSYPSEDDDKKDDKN
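AlphaScreen: HP1-beta (50 nM) preformed 30 min with biotin-H3(1-18)K9me3 peptide (50 nM) in PBS pH 7.4, 0.01% Tween-20. Compound added for 30 min at RT, then streptavidin donor/nickel chelate acceptor beads (10 ug/mL) for 30 min.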
Numbers without * were called inactive; i = inactive; ? = inconclusive; / = not tested or not shown; & = joins results of further samples; [ ] = dose if it differs, or a comment. Unless noted, calls come from the whole dose curve; as a rule, active = well fitted curve in the direction sought with a large enough effect; inconclusive = small, poorly fitted or top-dose-only effect, or another doubt; inactive = no such curve, though single readings can be large; an effect the other way counts as inactive or inconclusive. Potency is the fitted concentration of half-maximal effect.

SMILES	ERG-DNA inh	rTrxR1 inhibitor	RGS4 inh	Pin1 inhibitor	12-LOX inh	JMJD2A Tudor	GLS inhibitor	PGK inhibitor	HP1b chromo inh
CCc1ccc[n+](-c2[nH]c(=O)sc2/C=N/NC([S-])=Nc2ccccc2)c1	-8%	-26%	?	/	-20%	?	13%	-10%	-38%
CCOC(=O)c1cc2c(C)[nH]c(C)c2cc(C(=O)OCC)c1=O	16%	-27%	-23%	?	?	-15%	-2%	-2%	21%
O=C(CN1CCN(Cc2ccc3c(c2)OCO3)CC1)Nc1ccc(N2CCOCC2)cc1	-13%	14%[57.1 µM]	-18%	-4%	-13%	-2%[57.1 µM]	-7%	i	31%
CC(C)NC(=O)C1(S(=O)(=O)c2ccccc2)CC=CC1	8%	20%	-49%	-5%	-35%	-1%	-4%	4%	44%[activator]
CCOC(=O)C1CCN(C(=O)CSc2nc3ncccc3[nH]2)CC1	-14%	16%	-23%	-1%	-7%	-5%	-8%	-7%	41%[activator]
CCOC(=O)N1CCN(c2ccc(S(=O)(=O)N3CCOCC3)cn2)CC1	2%	11%	-15%	8%	301%[activator]	-8%	5%	7%	14%
Cc1cc(NCCCn2ccnc2)n2nc(C)c(-c3ccccc3)c2n1	-4%	5%	26%	2%	2%	?	1%	-5%	0%
Nc1ccccc1Sc1ccccc1[N+](=O)[O-]	0%	-1%	-14%	7%	-9%	?	-14%	-1%	-23%
Cn1cnc(S(=O)(=O)N2CCCC(C(=O)NCc3ccc(Cl)cc3)C2)c1 (configuration not stated)	1%	1%[57.1 µM]	-2%	-17%	?	-2%	6%	i	19%
Cc1ccccc1OCC(=O)Nc1ccc(S(=O)(=O)N(Cc2ccccc2)c2ccccc2)cc1	-8%	36%	18%	16%	-4%	79µM*	12%	-4%	41%[activator]
COc1cc(NC(=O)c2cc3nc(C4CC4)cc(C(F)(F)F)n3n2)c(OC)cc1Cl	10%	23%	2%	?	1%	-27%	1%	-8%	25%
COc1cccc(Cn2nnc(C(=O)Nc3cc(C)ccc3OC)c2N)c1	-9%	2%[57.1 µM]	?	?	/	?	26%	-5%	5%
Cc1cccc2cc(C#N)c(N3CCN(C)CC3)nc12	-16%	0%	29%	5%	-1%	8%	-3%	-6%	37%
CCN1CCSc2ccc(C(=O)NCc3ccc(OC(C)C)cc3)cc21	-19%&2%	69%&63%	-4%&-8%	4%&7%	2%&-7%	-20%&-33%	1%&-1%	-9%	21%&-2%
CCC1=C(OC(=O)N(CC)CC)N2C(=O)OC(=NCc3ccccc3)[C@]2(C)[C@H]2C1=CC[C@H]1C(=O)NC(=O)[C@H]12	4%	4%	12%	-3%	-30%	-19%	2%	8%	21%
CCCC(=O)OCC(=O)Nc1ccc2c(c1)OCO2	-6%	18%[57.1 µM]	-1%	1%	-3%	-1%	2%	-2%	14%
COc1cc(OC)cc(C(=O)Nc2ccccc2-c2nc3ccccc3s2)c1	1%	-8%	-2%	1%	-2%	-6%	3%	i	38%
CC(=O)N=c1sccn1CC(O)c1ccccc1 (configuration not stated)	-5%	10%	21%	3%	0%	-9%	16%	5%	31%
Cc1cc(Nc2ccccc2)nn1C(=O)c1ccc(Br)cc1	-5%	-2%	-10%	19%	77%[activator]	-10%	15%	-2%	45%[activator]
Cc1[nH]c(=O)c(S(=O)(=O)c2ccccc2)c(C)c1Cl	-1%	13%	-2%	-7%	-1%	-1%	17%	3%	17%
Cc1ccc(C(=O)CSc2nnc3ccccn23)c(C)c1	3%	15%[57.1 µM]	-12%	0%	-3%	7%	-4%	-5%	33%
COc1ccc(NC(=O)Cn2c(C)c3cnn(-c4ccccc4)c(=O)c3c2C)c(OC)c1	2%	-7%	-9%	6%	-17%	-16%	-7%	-9%	25%
Cc1ccc(/C=N/NC(=O)c2ccoc2C)s1	10%	-21%	-9%	-15%	-13%	-16%	3%	-19%	21%
Cc1ccc(-c2noc(-c3ccc(NC4CCCC4)c([N+](=O)[O-])c3)n2)cc1	-2%	-14%	15%	2%	-12%	-27%	-7%	-10%	50%[activator]
COCCn1c(SCc2cccc([N+](=O)[O-])c2)nc2ccccc2c1=O	-7%	16%	11%	42%[activator]	0%	?	-12%	4%	5%
COc1cc(CO)ccc1OCc1ccc(Cl)nc1	7%	10%[57.1 µM]	-8%	4%	0%	14%	2%	3%	30%
Cc1c(CCOC(=O)CC23CC4CC(CC(C4)C2)C3)sc[n+]1Cc1ccccc1	8%	17%	6%	-6%	-20%	-9%	0%	0%	34%
O=C(c1ccccc1)N1CCN(c2ccccc2)CC1	5%	30%[57.1 µM]	5%	-1%	-7%	-6%	0%	-7%	11%[57 µM]
CC(=O)Nc1ccc(N/C(N)=N/c2nc(C)cc(C)n2)cc1	4%	36%[57.1 µM]	-3%	4%	-4%	-7%[57.1 µM]	1%	i	27%
CC(C)NC(=O)NNC(=O)c1nn(-c2ccc(F)cc2)ccc1=O	1%	-7%[57.1 µM]	1%	-4%	i	1%	-13%	5%	33%
O=Cc1c(NCc2ccccc2Cl)c2ccccc2[nH]c1=O	0%	-13%[57.1 µM]	-8%	-3%	0%	-14%	-14%	0%	34%
COc1ccc(-n2cnc3ccccc3c2=O)c([N+](=O)[O-])c1	-3%	12%	-9%	1%	10%	-17%	1%	-5%	16%
CCCC(C)C(=O)Nc1nc(C)c(-c2csc(Nc3ccccc3OC)n2)s1 (configuration not stated)	-3%	-1%	?	?	45µM*	?	0%	0%	-17%
NC(=O)CC(NC(=O)Cc1cccc2ccccc12)c1ccc(NCCc2ccc(F)cc2)c([N+](=O)[O-])c1 (configuration not stated)	0%	20%[57.1 µM]	6%	16%	0%	-22%	1%	i	4%
CCOC(=O)c1sc2cccc(F)c2c1S(=O)(=O)N1CCN(c2cccc(Cl)c2)CC1	2%	19%[57.1 µM]	-11%	3%	?	-24%	5%	i	7%
Cc1nc(-c2ccc(Cl)cc2)sc1CCNC(=O)c1cccs1	6%	0%[57.1 µM]	3%	11%	-22%	-1%	-13%	-1%	1%[57 µM]

Entries of single compounds, looked up by structure. Order of values: ERG-DNA inh	rTrxR1 inhibitor	RGS4 inh	Pin1 inhibitor	12-LOX inh	JMJD2A Tudor	GLS inhibitor	PGK inhibitor	HP1b chromo inh
COc1cc(CO)ccc1OCc1ccc(Cl)nc1 across the screens: 7%	10%[57.1 µM]	-8%	4%	0%	14%	2%	3%	30%
CCCC(C)C(=O)Nc1nc(C)c(-c2csc(Nc3ccccc3OC)n2)s1 (configuration not stated) across the screens: -3%	-1%	?	?	45µM*	?	0%	0%	-17%
CC(=O)Nc1ccc(N/C(N)=N/c2nc(C)cc(C)n2)cc1 across the screens: 4%	36%[57.1 µM]	-3%	4%	-4%	-7%[57.1 µM]	1%	i	27%

The results go on.
SMILES	ERG-DNA inh	rTrxR1 inhibitor	RGS4 inh	Pin1 inhibitor	12-LOX inh	JMJD2A Tudor	GLS inhibitor	PGK inhibitor	HP1b chromo inh
CC(=O)Nc1ccc(-c2sc(Nc3cccc4ccccc34)n[n+]2-c2ccccc2)cc1	-1%	21%[57.1 µM]	-32%	16%	?	-33%	1%	i	23%
Cc1nnc(N2C(=O)C(=O)/C(=C(/O)c3ccc4c(c3)CC(C)O4)C2c2ccccc2F)s1 (configuration not stated)	3%	-20%	28%	5%	10%	?	14%	5%	13%
CCOc1ccc(-c2cc(-c3nc(-c4ccc(OC)c(OC)c4)no3)[nH]n2)cc1	0%	27%[57.1 µM]	-6%	85%[activator]	-11%	-24%	12%	12%	23%
O=C(Nc1ccc2c(c1)CCC2)c1ccccc1	-13%	7%	-7%	2%	1%	3%	-5%	-20%	28%
C/C(N)=C(/C#N)C(=O)CSc1nnc(Nc2cccc(C)c2C)s1	7%&1%	25%	9%&-1%	8%&-1%	-11%&1%	-20%&-20%	-22%&-10%	-8%&-5%	18%&3%
Cc1ccc(NS(=O)(=O)c2ccc3c(c2)CC(=O)N3)cc1F	1%	-3%	8%	-2%	?	-14%	1%	0%	42%[activator]
COc1ccccc1C(=O)Nc1ccnn1C1CCN(Cc2ccccc2OCCO)CC1	0%	-8%	27%	-14%	0%	-17%	4%	-3%	-1%
CC(C)(CNC(=O)c1ccc(Br)o1)N1CCOCC1	-6%	29%	5%	-3%	8%	-15%	-7%	0%	25%
O=C(NC(=S)NCCN1CCOCC1)c1ccccc1Cl	8%	11%	18%	-7%	-21%	3%	14%	-10%	19%
O=S(=O)(N1CCCCC1)N1CCN(c2cc(Cl)ccc2Cl)CC1	8%	26%[57.1 µM]	-18%	-2%	-1%	-8%[11.4 µM]	11%	i	95%[activator]
Cc1ccccc1NC(=S)Nc1cccc2cnccc12	-7%	-20%[57.1 µM]	-41%	-6%	?	-22%	5%	-5%	-18%
O=C(CN1C(=O)CSc2ccc(S(=O)(=O)N3CCCC3)cc21)NCc1ccc(F)cc1Cl	-21%	12%[57.1 µM]	18%	18%	-15%	-29%	1%	3%	11%

A portion of the library (hit frequency here may not be typical).
